# UGM FP inh = M. tuberculosis UGM enzyme inhibitors, primary screen, biochemical, fluorescence polarization, single point; UDP-galactopyranose mutase (Mycobacterium tuberculosis (strain ATCC 25618 / H37Rv)), …; purified UGM, fluorescence polarization probe displacement; inhibition, % at 10 µM; 0.06% of 320,000 active; AID 504406, 2011; in the data active = inhibition above about 10%, passing the limit was not always enough; inconclusive = no clear call, values can overlap the other calls
# Target sequence (P9WIQ1 whole entry, looked up): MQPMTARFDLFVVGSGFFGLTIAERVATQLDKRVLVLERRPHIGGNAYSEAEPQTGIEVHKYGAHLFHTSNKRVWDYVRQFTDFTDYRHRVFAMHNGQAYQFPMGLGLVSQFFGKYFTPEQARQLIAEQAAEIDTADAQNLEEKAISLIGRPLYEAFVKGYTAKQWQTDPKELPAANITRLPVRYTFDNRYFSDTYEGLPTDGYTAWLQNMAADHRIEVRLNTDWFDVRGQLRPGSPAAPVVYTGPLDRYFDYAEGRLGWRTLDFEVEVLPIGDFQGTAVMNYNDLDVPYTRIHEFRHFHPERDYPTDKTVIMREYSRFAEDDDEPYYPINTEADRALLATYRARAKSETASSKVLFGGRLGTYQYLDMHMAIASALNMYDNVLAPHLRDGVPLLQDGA
# Anthrax LF prot = Bacillus anthracis LF protease inhibitors, primary screen, biochemical, multiplex microsphere, MLPCN library | multiplex microsphere protease cleavage assay | inhibition, % at 10 µM | 0.12% of 360,000 active; also: plate controls were buffer without enzyme for full effect and enzyme alone for no effect
# BioA inh = M. tuberculosis BioA enzyme inhibitors, primary screen, biochemical, plate reader, single point, HTS; 0.096% of 360,000 active; purified M. tuberculosis BioA enzyme; inhibition, % at 9.99 µM; 7,8-diaminopelargonic acid synthase BioA (Mycobacterium tuberculosis); in the data active = inhibition above about 40%; inconclusive = no clear call, values can overlap the other calls
# Mtb FBA inh = Mtb FBA enzyme inhibitors, primary screen, biochemical, fluorescence, strain H37Rv; Fructose-bisphosphate aldolase (Mycobacterium tuberculosis (strain ATCC 25618 / H37Rv)), …; purified M. tuberculosis FBA, fluorescence read-out; inhibition, % at 1 µM; 2.3% of 360,000 active; in the data active = inhibition above about 27%;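 also: 0% = vehicle and 100% = reference inhibitor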
# Target sequence (P9WQA3 whole entry, looked up): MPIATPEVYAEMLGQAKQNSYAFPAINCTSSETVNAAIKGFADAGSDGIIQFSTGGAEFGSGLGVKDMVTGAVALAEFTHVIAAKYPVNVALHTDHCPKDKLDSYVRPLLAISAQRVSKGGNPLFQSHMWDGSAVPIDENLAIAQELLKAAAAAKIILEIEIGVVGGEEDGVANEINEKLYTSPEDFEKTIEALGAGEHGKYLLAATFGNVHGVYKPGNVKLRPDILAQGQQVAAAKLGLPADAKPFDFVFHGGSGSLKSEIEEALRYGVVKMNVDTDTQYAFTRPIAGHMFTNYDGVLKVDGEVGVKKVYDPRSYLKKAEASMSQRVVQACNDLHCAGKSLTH
# BoNT-F LC inh = BoNT/F light chain protease inhibitors, primary screen, biochemical, flow cytometry, MLPCN library. Botulinum neurotoxin type F light chain protease (Clostridium botulinum). Multiplex microsphere protease cleavage assay. inhibition, % at 10 µM. 0.22% of 360,000 active. AID 588497, 2011; in the data active = inhibition above about 35%, passing the limit was not always enough; inconclusive = no clear call, values can overlap the other calls; also: plate controls were buffer without enzyme for full effect and enzyme alone for no effect
# PfHsp40 yeast = rescue of yeast from PfHsp40 toxicity, primary screen, S. cerevisiae, ATP luminescence; S. cerevisiae expressing PfHsp40, growth rescue; growth rescue, % at 12.5 µM; 0.68% of 340,000 active; AID 504582, 2011; in the data active = growth rescue above about 28%, passing the limit was not always enough; inconclusive = no clear call, values can overlap the other calls;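 also: yeast W303a lacking pdr1 and pdr3 grown in galactose medium; growth measured after three days at 30 °C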
# GDH-TPI inh = GDH-TPI coupling enzyme inhibitors, primary screen, artefact control for M. tuberculosis FBA inhibitor project, biochemical, absorbance, full deck; GDH-TPI coupled enzyme counterscreen, NADH absorbance; inhibition, % at 4.8 µM; 1.2% of 360,000 active; AID 588335, 2011; in the data active = inhibition above about 30%;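 also: 0% = DMSO wells and 100% = wells lacking the enzyme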
# BoNT-A LC inh2 = BoNT/A light chain protease inhibitors, primary screen, biochemical, flow cytometry, MLPCN library; Botulinum neurotoxin type A light chain protease (Clostridium botulinum A str. ATCC 3502); multiplex microsphere protease substrate cleavage; inhibition, % at 10 µM; 0.17% of 360,000 active; AID 588499, 2011; also: plate controls were buffer without enzyme for full effect and enzyme alone for no effect
# FadD28 FP inh = inhibitors of FadD28 bisubstrate probe binding, primary screen, biochemical, fluorescence polarization, single point; 0.22% of 360,000 active; AID 588549, 2011; inhibition, % at 12.5 µM; in the data active = inhibition above about 8.5%, passing the limit was not always enough; inconclusive = no clear call, values can overlap the other calls
# Active calls of the source: *; ? = inconclusive; / = no result given; & = joins results of further samples. Rule as the data show it, unless noted: active = inhibition above about 30%; inconclusive = no clear call, values can overlap the other calls; inactive = below that. Compounds as they come; 4.7% or so of the library scored in one or more.
# Short forms – A = UGM FP inh; B = Anthrax LF prot; C = BioA inh; D = Mtb FBA inh; E = BoNT-F LC inh; F = PfHsp40 yeast; G = GDH-TPI inh; H = BoNT-A LC inh2; I = FadD28 FP inh
SMILES: CCOC(=O)c1cc(C(C)(C)C)oc1CNC(=O)c1c(C)oc2c1CCCC2
  A: 3.4; B: -4.7; C: -1.1; D: 2.7; E: -44.8; F: 1.9; G: 8.0; H: -2.0; I: -1.2

SMILES: COC(=O)Cc1cc(=O)n2[nH]c(C)c(-c3ccccc3)c2n1
  A: 5.7; B: -3.6; C: 0.3; D: 21.6; E: 3.7; F: 0.4; G: 3.8; H: -0.5; I: -0.8

SMILES: C/C(=N\O)C(=O)NCc1ccccn1
  A: 0.8; B: -1.8; C: 0.4; D: 1.8; E: 6.6; F: 0.2; G: 2.2; H: 0.4; I: -2.7

SMILES: COc1ccccc1Cn1c(SCC(N)=O)nc2c(oc3ccccc32)c1=O
  A: /; B: -0.2; C: /; D: -4.0; E: 4.5; F: 1.1; G: 3.7; H: 0.7; I: -1.3

SMILES: NCCc1nc2ccccc2s1
  A: -1.2; B: -4.8; C: /; D: -0.2; E: -3.3; F: -0.5; G: -6.6; H: -1.5; I: -4.3

SMILES: O=C1Nc2ccccc2C(=O)N2[C@H](c3ccccc3)[C@@H]3C(=O)N(Cc4ccccc4)C(=O)[C@@H]3[C@H]12
  A: 2.2; B: 0.7; C: 2.1; D: 1.5; E: 7.5; F: 1.0; G: 9.2; H: 0.3; I: -0.6

SMILES: CCOC(=O)CN1CC23C=CC(O2)C(C(=O)O)C3C1=O (stereo unspecified)
  A: -2.5; B: -6.4; C: -1.4; D: -1.7; E: -0.3; F: -1.0; G: -7.9; H: 0.2; I: -2.6

SMILES: CC(=O)C12OC1CC1C3CCC4=CC(=O)CCC4(C)C3CCC12C (stereo unspecified)
  A: 0.2; B: -5.0; C: 5.3; D: -3.5; E: -14.3; F: -2.0; G: 4.5; H: -2.8; I: -0.9

SMILES: Cc1ccc(C(=O)CSc2ccc(-c3ccncc3)nn2)cc1
  A: -0.2; B: -3.4; C: /; D: 0.2; E: 1.6; F: -0.7; G: -3.8; H: -0.5; I: -2.9

SMILES: CCOC(=O)c1c(NC(=O)Nc2ccc(C)cc2)sc2c1CCN(C)C2
  A: -0.4; B: 9.7; C: -1.6; D: 1.7; E: -51.7; F: -0.8; G: 2.3; H: -5.5; I: -3.7

SMILES: COc1cccc(C2=NNC(=NCc3ccccc3)SC2)c1
  A: 2.0; B: -0.1; C: /; D: -4.1; E: -1.8; F: 0.9; G: 1.3; H: -0.2; I: -2.4

SMILES: O=C(N/N=C/c1cccs1)c1cc(C2CC2)nc2ccccc12
  A: -0.3; B: 0.0; C: /; D: -1.0; E: -5.8; F: -0.3; G: 5.2; H: -0.5; I: -8.1

SMILES: O=C(NC(Cc1ccccc1)C(=O)NC(Cc1ccccc1)C(=O)O)c1ccccc1 (stereo unspecified)
  A: -0.5; B: -6.7; C: -2.9; D: 0.2; E: -1.0; F: -0.5; G: -5.6; H: -0.8; I: -1.1

SMILES: C[C@@H]1CN([C@H](C)CO)C(=O)CCCn2nncc2CO[C@H]1CN(C)Cc1ccc(Cl)c(Cl)c1
  A: /; B: -4.3; C: 1.7&4.0; D: -2.8; E: 2.2; F: /; G: -10.9; H: 0.3; I: -2.9

SMILES: Cc1cc2nc(/N=C(\N)NC(=O)C(C)C)nc(C)c2cc1C
  A: -0.3; B: 5.7; C: -2.8; D: 1.2; E: ?; F: -0.2; G: 12.9; H: -2.2; I: -0.1

SMILES: Cc1nc(C(=O)Nc2cccc(Cl)c2Cl)nn1-c1cc(OC(C)C)c(Cl)cc1Cl
  A: -0.4; B: 19.8; C: 1.6; D: 2.8; E: 3.8; F: -1.1; G: 0.3; H: 0.3; I: -1.1

SMILES: COc1ccc2c(c1)c(N=NC(N)=S)c(O)n2CC(=O)c1ccccc1
  A: 0.7; B: -8.2; C: -2.8; D: -0.1; E: -16.5; F: -0.9; G: 2.2; H: -2.8; I: -0.9

SMILES: Cc1cc(NS(=O)(=O)c2ccc(NC(=O)CSc3nc4sc(C)c(C)c4c(=O)[nH]3)cc2)no1
  A: -3.7; B: -3.2; C: /; D: 2.4; E: -7.6; F: -0.7; G: 0.3; H: 0.3; I: -0.8

SMILES: O=[N+]([O-])c1cc(S(=O)(=O)N2CCOCC2)ccc1OCc1ccccc1C(F)(F)F
  A: /; B: -2.6; C: 0.3; D: -1.4; E: 18.9; F: 8.4; G: 7.6; H: -0.5; I: -0.4

SMILES: O=C(Nc1nnc(C2CC2)s1)c1cc(-c2ccccc2)nn1-c1ccccc1
  A: /; B: 2.2; C: 2.8; D: 2.1; E: -20.4; F: -0.1; G: 6.0; H: 0.1; I: -1.7

SMILES: CCCCNC(=O)c1cccc(S(=O)(=O)N2CC3(C)CC2CC(C)(C)C3)c1 (stereo unspecified)
  A: -3.1; B: ?; C: 0.1; D: 0.1; E: ?; F: 2.7; G: 1.9; H: ?; I: -2.4

SMILES: CCCCN1C(=O)C(NC(=O)CC(C)C)(C(F)(F)F)C2=C1CC(C)(C)CC2=O (stereo unspecified)
  A: 0.7; B: 6.3; C: -5.3; D: -7.8; E: -4.7; F: -0.4; G: 12.6; H: 0.5; I: 0.1

SMILES: O=C(COc1ccc(Br)cc1)N/N=C1/SCC(=O)N1Cc1ccco1
  A: 0.5; B: -0.2; C: /; D: -2.7; E: -5.2; F: 0.3; G: 1.9; H: -0.6; I: -0.9

SMILES: O=C(N/N=C/c1cccc(C(F)(F)F)c1)c1ccccc1O
  A: -0.7; B: 7.3; C: /; D: -2.2; E: -1.9; F: 1.4; G: 21.9; H: -0.5; I: -6.2

SMILES: Cc1ccc(NC2SC(=O)N(Cc3cccc(C(=O)O)c3)C2=O)cc1 (stereo unspecified)
  A: 5.5; B: -2.0; C: -0.5; D: 4.0; E: -3.9; F: -1.2; G: 3.5; H: -0.3; I: -1.1

SMILES: CS(=O)(=O)N(CC(=O)N1CCCCCC1)c1cccc([N+](=O)[O-])c1
  A: -1.0; B: -11.1; C: -0.5; D: -2.1; E: 20.3; F: -1.0; G: -1.9; H: 0.6; I: 0.9

SMILES: Cc1ccc(Nc2nc(-c3c(C)nc4ccccn34)cs2)cc1
  A: /; B: -2.2; C: -0.9; D: 2.9; E: -7.0; F: 0.3; G: 6.0; H: -1.2; I: -2.5

SMILES: Cc1ccc(-n2nnnc2-c2cnn(-c3cccc(F)c3)c2C(F)(F)F)cc1
  A: -0.6; B: -0.5; C: /; D: -0.5; E: -5.9; F: 5.2; G: -1.6; H: -0.2; I: -1.6

SMILES: CCn1nc(C)c(/C=N/NC(=O)c2ccc3c(c2)c(C)c(C)n3Cc2ccccc2)c1C
  A: 0.0; B: -8.0; C: -1.5; D: -3.1; E: -2.7; F: 1.0; G: 20.0; H: 1.5; I: -1.3

SMILES: O=C(CCC(=O)NNc1nc2ccccc2c2nc(-c3ccccc3)nn12)NCCCN1CCCC1=O
  A: -2.4; B: 0.8; C: 0.9; D: -4.1; E: -7.1; F: -0.9; G: -3.9; H: -0.1; I: -3.8

SMILES: COc1ccc(N2CCN(Cc3nc(N)nc(Nc4ccc(C)c(Cl)c4)n3)CC2)cc1
  A: 0.1; B: -5.2; C: 0.8; D: -0.5; E: -2.5; F: -0.3; G: -7.0; H: -0.7; I: -7.1

SMILES: O=C1CNC(=O)N1c1ccc(Cl)cc1
  A: 0.9; B: 7.5; C: -1.9; D: 2.9; E: 27.3; F: -1.1; G: -2.9; H: 0.4; I: -1.4

SMILES: CN1CCN(NC(=S)Nc2ccc(Oc3ccccc3)cc2)CC1
  A: 0.8; B: -2.8; C: /; D: -0.4; E: -8.1; F: -1.0; G: -3.5; H: -2.0; I: -2.1

SMILES: O=C1C(=O)c2ccccc2C(O)=C1C1CCC(c2ccc(Cl)cc2)CC1 (stereo unspecified)
  A: 4.2; B: -7.4; C: -0.4; D: 4.5; E: 14.7; F: -0.8; G: 14.0; H: -0.5; I: -0.4

SMILES: COc1cccc(-n2nnnc2SCC(=O)NCc2ccco2)c1
  A: -1.8; B: -0.1; C: 1.0; D: -3.3; E: -24.7; F: -0.7; G: 1.9; H: 0.4; I: -1.1

SMILES: COc1ccccc1N1CCN(C(=O)c2c(C)noc2C)CC1
  A: 0.3; B: 0.1; C: /; D: 1.7; E: -2.8; F: -0.9; G: 1.9; H: -0.9; I: -3.3

SMILES: N#CC1=C(N)NC(SCC(=O)O)=C(C#N)C12CCCC2
  A: 3.1; B: 1.5; C: -10.3; D: -1.1; E: -16.5; F: 2.6; G: 8.6; H: 0.4; I: -1.9

SMILES: CCCCOc1ccc(/C=N/NC(=O)c2nnn(-c3nonc3N)c2CN2CCCCCC2)cc1
  A: -3.1; B: -10.0; C: -0.7; D: 0.9; E: -9.5; F: -1.3; G: 0.0; H: -0.6; I: -3.8

SMILES: O=C(NCC1CC1)c1onc(CSc2ccc(F)cc2)c1C(=O)NCC1CC1
  A: -1.0; B: -2.4; C: 2.2; D: -0.1; E: -0.1; F: 1.1; G: 6.7; H: 0.1; I: -3.5

SMILES: Cc1cc(C(=O)N2CCC(C(=O)O)CC2)c(C(F)(F)F)o1
  A: -0.6; B: -3.0; C: /; D: -0.5; E: ?; F: -0.1; G: -0.4; H: ?; I: -0.1

SMILES: CCCCCc1nnc(NC(=O)Cc2ccc([N+](=O)[O-])cc2)s1
  A: 0.0; B: -2.6; C: /; D: -7.7; E: -6.4; F: -2.0; G: -1.3; H: 2.1; I: -3.4

SMILES: COc1cc(C)cc(C(=O)C=Cc2ccccc2)c1O
  A: /; B: -3.3; C: 3.6; D: -2.1; E: -2.0; F: 1.0; G: 13.6; H: -0.6; I: -2.2

SMILES: Cc1c(C(=O)N2CCOCC2)c(S(=O)(=O)Nc2ccccc2F)c(C)n1C
  A: -0.1; B: 0.8; C: -1.7; D: 0.8; E: 6.2; F: 1.1; G: 1.7; H: 4.2; I: 1.0

SMILES: CCOC(=O)c1ccc(NC(=S)NC(=O)c2nn(CC)cc2Br)cc1
  A: -2.2; B: -0.7; C: -2.0; D: 1.4; E: -1.3; F: 0.4; G: 6.3; H: 0.8; I: -3.4

SMILES: O=C(COc1ccc(Br)cc1)Nc1nc(-c2cccnc2)cs1
  A: -0.6; B: 0.1; C: -0.1; D: 1.1; E: -11.8; F: -0.4; G: 6.2; H: 0.7; I: -2.0

SMILES: COc1ccc(N2C(=O)C(CC(=O)Nc3ccccc3)N(Cc3cccs3)C2=O)cc1 (stereo unspecified)
  A: 0.0; B: -0.9; C: -3.5; D: 5.4; E: -2.9; F: -0.3; G: -0.7; H: -0.5; I: 1.8

SMILES: CC(C)COC(=O)N1CCCCC1c1cc(C(=O)Nc2ccccc2)no1 (stereo unspecified)
  A: /; B: -6.7; C: -1.2; D: -0.4; E: -6.8; F: /; G: 3.6; H: -0.7; I: -1.8

SMILES: CC(C)c1onc(C(=O)N2CCC3(CC2)OCCO3)c1[N+](=O)[O-]
  A: 1.5; B: -2.0; C: 0.1; D: -1.2; E: -1.8; F: 12.1; G: 5.1; H: 0.6; I: -0.1

# Some entries already given, showing only UGM FP inh, BioA inh and Mtb FBA inh:
structure	UGM FP inh	BioA inh	Mtb FBA inh
CCCCNC(=O)c1cccc(S(=O)(=O)N2CC3(C)CC2CC(C)(C)C3)c1 (stereo unspecified)	-3.1	0.1	0.1
CCCCN1C(=O)C(NC(=O)CC(C)C)(C(F)(F)F)C2=C1CC(C)(C)CC2=O (stereo unspecified)	0.7	-5.3	-7.8
O=C(COc1ccc(Br)cc1)N/N=C1/SCC(=O)N1Cc1ccco1	0.5	/	-2.7

# Assay outcomes from PubChem BioAssay.
